Screens (PubChem)
GALK inhibitor = inhibitors of human galactokinase. P51570. Purified GALK, Kinase-Glo residual ATP luminescence. Potency, µM (highest dose often 57.5 µM), inactives show at the top dose activity change, negative = inhibition, most hits filed as inhibitors. 270,000 compounds, 0.007% hits. AID 1868; further: potency means the concentration at half of the fitted maximal effect
Target sequence (P51570 whole entry, looked up): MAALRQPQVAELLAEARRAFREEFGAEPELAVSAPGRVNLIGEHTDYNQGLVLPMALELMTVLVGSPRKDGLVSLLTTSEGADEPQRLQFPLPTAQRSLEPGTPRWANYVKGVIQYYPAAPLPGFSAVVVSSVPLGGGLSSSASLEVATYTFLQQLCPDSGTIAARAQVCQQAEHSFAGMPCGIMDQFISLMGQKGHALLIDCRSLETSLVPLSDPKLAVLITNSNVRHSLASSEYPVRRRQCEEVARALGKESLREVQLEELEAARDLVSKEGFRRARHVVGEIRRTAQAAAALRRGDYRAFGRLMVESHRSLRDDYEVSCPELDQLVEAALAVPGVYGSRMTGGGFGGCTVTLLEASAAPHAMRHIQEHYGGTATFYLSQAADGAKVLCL
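GALK at 5 nM final was combined with compound, 35 uM ATP and 100 uM galactose in HEPES pH8.0 with MgCl2 and DTT. The reaction ran one hour at room temperature before luminescent ATP detection.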
Giardia kill = kills Giardia lamblia. Giardia lamblia trophozoite viability. activity change, % at 7.66 µM, hits read low. 340,000 compounds, 0.15% hits. AID 540267; in the data active means activity change below about -80%; inconclusive means between about -30% and that limit;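 further: parasites exposed to compound for two days anaerobically before the ATP read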
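ATP-content bioluminescence gauges trophozoite survival. Cells (100/well) receive compound and incubate anaerobically for 48 hrs at 37 deg C; detection reagent follows for 15-30 min at room temperature.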
USP2a inh = inhibitors of human ubiquitin-specific protease USP2a. USP2 core, Ub-CHOP2 coupled fluorogenic reporter, 485/531. Potency, µM (top dose mostly 38.3 µM), for the others: top-dose activity change, negative = inhibition, actives largely listed as inhibitors. O75604. AID 463254. 330,000 compounds, 0.01% hits;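 further: potency means the concentration at half of the fitted maximal effect; plate controls were DMSO wells for no effect and full inhibition by NEM control for full effect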
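USP2 core (10nM final) preincubated 30min RT with compound in 20mM Tris-HCl pH 8.0, 2mM CaCl2, 2mM beta-mercaptoethanol, 0.05% CHAPS; 25nM Ub-CHOP2 plus 25nM reporter substrate added, fluorescence (Ex485/Em531) read after 60min.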
Eya2 inh = Eya2 (human) phosphatase inhibition; Potency, µM (top dose mostly 76.9 µM), for the others: at the top dose activity, negative = inhibition, actives largely listed as inhibitors; recombinant Eya2, OMFP fluorescence dephosphorylation (OMFP is methylfluorescein phosphate); O00167; 330,000 compounds, 0.006% hits; further: potency means the concentration at half of the fitted maximal effect
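Eya2 (0.2 uM) preincubated 10 min at ambient with compound, then OMFP substrate added at 50 uM; 10 min reaction in 50 mM HEPES pH 7.5, 50 mM NaCl, 5 uM MgCl2, 0.05% BSA, 1 mM DTT. Fluorescence read at Ex 485/Em 525 nm.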
KCNH2 3.1 inh = blocks the human KCNH2 3.1 channel isoform. U2OS KCNH2 3.1, thallium flux FluxOr; stronger effect = lower value. activity change, % (tested at about 1.8 µM). 340,000 compounds, 0.95% hits;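 active means maximum activity change below -70%; inconclusive means maximum activity change from -70% to -50%; inactive means maximum activity change above -50%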;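 further: thallium influx rate constant from kinetic fluorescence after stimulation buffer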
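Virally transduced U2OS (3.1 isoform, 4 h infection in dark at RT) → overnight 37 C → FluxOr + Red40 in HBSS/HEPES, 45 min → stimulation buffer, 2 min kinetic read → rate constant vs DMSO controls.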
PKM2 activator = increases activity of human pyruvate kinase M2. P14618. 260,000 compounds, 0.34% hits. Potency, µM (doses to about 57.5 µM), inactives show at the top dose activation, most hits filed as activators. AID 1631. purified PKM2, Kinase-Glo ATP luminescence, activation; response scale: 0% is enzyme alone, no compound; further: potency means the concentration at half of the fitted maximal effect; nearly all actives have a fitted effect of over 55% in size
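Kinase-Glo luminescence reports ATP generated from ADP (0.1 mM) and PEP (0.5 mM) by purified hPK-M2 after 1 h at room temperature, pH 7.2 imidazole buffer; intermediate enzyme activity allows detecting inhibitors and activators.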
B2AR arrestin = beta2AR (human) beta-arrestin recruitment activity; beta-arrestin recruitment to beta2AR, cell-based reporter; 330,000 compounds, 0.02% hits; Potency, µM (titrated, usually from 46.1 µM), inactives show at the highest dose activation, most hits filed as activators; P07550;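 further: potency means the concentration at half of the fitted maximal effect; 0% = DMSO controls and full agonism = EC100 isoproterenol or metaproterenol; nearly all actives have a fitted effect of over 65% in size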
Target sequence (P07550 whole entry, looked up): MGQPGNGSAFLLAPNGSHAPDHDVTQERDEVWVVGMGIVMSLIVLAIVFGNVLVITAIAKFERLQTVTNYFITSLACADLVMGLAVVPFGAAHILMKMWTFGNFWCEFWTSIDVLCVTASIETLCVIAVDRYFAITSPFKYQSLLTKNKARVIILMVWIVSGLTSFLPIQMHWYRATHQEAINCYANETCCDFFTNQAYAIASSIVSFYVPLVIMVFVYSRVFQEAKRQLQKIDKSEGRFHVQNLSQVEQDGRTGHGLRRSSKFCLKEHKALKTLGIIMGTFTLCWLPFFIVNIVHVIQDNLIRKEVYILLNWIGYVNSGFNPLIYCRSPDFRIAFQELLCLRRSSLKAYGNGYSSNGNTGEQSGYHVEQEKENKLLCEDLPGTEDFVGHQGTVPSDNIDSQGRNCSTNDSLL
KCNH2 WT inh = blocks the wildtype human KCNH2 potassium channel. Q12809. U2OS, BacMam KCNH2, thallium flux FluxOr; stronger effect = lower value. activity change, % at 1.84 µM. 340,000 compounds, 0.37% hits. AID 720551;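 active means maximum activity change below -70%; inconclusive means maximum activity change between -70% and -50%; inactive means maximum activity change above -50%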
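U2OS cells were transduced with wild-type KCNH2 virus (2.03 x 10^8 / mL) for 4 h at room temperature, then cultured overnight at 37 C. Thallium flux was read with FluxOr dye. Rate constants were normalized to DMSO controls.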
Chronic BCR inh = chronic active BCR signaling inhibition; ABC-DLBCL IkBa-CBG/CBR reporter, luminescence ratio, 4 h; Potency, µM (series often up to 46.1 µM), inactives show at the top dose ratio change, negative = lower green/red ratio, most hits filed as inhibitors; 340,000 compounds, 0.05% hits; AID 493014; active means well fitted inhibition curve with a large enough effect in the signal ratio, with a control signal flat, not every such curve was filed as active; inconclusive means small, poorly fitted or top-dose-only effect, or effect the other way, or a change in a side signal; the % refers to the signal ratio;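 further: potency means the concentration at half of the fitted maximal effect; plate controls were basal doxycycline-induced cells for no effect and cells given 10 µM MG132 for full effect; MG132 reads +100%, hits lower the ratio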
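TMD8 human ABC-DLBCL cells with doxycycline-inducible IκBα–green luciferase fusion and unfused red luciferase, in 0.5% FBS medium; compounds up to 46 uM, 4 h at 37C. Green/red luminescence ratio, filter-overlap corrected, fitted to concentration-response curves.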
Coupling enz = inhibits coupling enzyme system, counter-screen for aldolase hits; activity change, negative = inhibition, % at 58.2 µM, hits read low; 290,000 compounds, 0.67% hits; coupling enzyme system counterscreen, AmpLite Red fluorescence; in the data active means activity change below about -30%
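Counterscreen lacking aldolase: glyceraldehyde-3-phosphate coupling-enzyme reagent preincubated 10 min at RT with compound (at 57.5 uM final), then substrate/coupling system with AmpLite Red added; fluorescence read at 525/598 nm after 20 min RT.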
uPA generation = blocks generation of uPA at the cell surface; cell surface uPA generation assay, qHTS; Potency, µM (titrated, usually from 38.3 µM), for the others: top-dose activity change, negative = inhibition, most hits filed as inhibitors; 330,000 compounds, 0.31% hits; active means well fitted inhibition curve with a large enough effect; inconclusive means small, poorly fitted or top-dose-only effect; inactive means no such curve, though single readings can be large or run the other way; tested in mouse RAW 264.7 cells; further: potency means the concentration at half of the fitted maximal effect; nearly all actives have a fitted effect of over 55% in size
The depositor's hits bear a star; u = inconclusive; x = not tested or not shown. Unless noted, the call rests on the fitted dose curve; in most records, active means well fitted curve in the direction sought with a large enough effect; inconclusive means small, poorly fitted or top-dose-only effect, or another doubt; inactive means no such curve, though single readings can be large; an effect the other way counts as inactive or inconclusive. Unless noted, on the % scale 0 is the no-effect control and ±100 the full control effect.

SMILES	GALK inhibitor	Giardia kill	USP2a inh	Eya2 inh	KCNH2 3.1 inh	PKM2 activator	B2AR arrestin	KCNH2 WT inh	Chronic BCR inh	Coupling enz	uPA generation
CNC(=O)COC(=O)c1[nH]c(C)c(C(C)=O)c1C	-2%	5	1%	10%	7	3%	-0.1%	-18	5%	-1	-9%
CCc1ccc(N2C(=O)C3C4C=CC(CC4)C3C2=O)cc1 (stereo unspecified)	4%	2	0%	7%	-6	0%	-0.4%	-3	11%	-2	u
Cc1cc(C(=O)NNS(=O)(=O)c2ccc(C(C)(C)C)cc2)nn1C(C)(C)C	3%	-6	0%	-11%	6	-2%	-0.1%	7	u	0	10%
O=C(CC(c1ccccc1)c1ccccc1O)NCc1ccco1 (stereo unspecified)	-1%	-2	0%	12%	-1	-1%	-0.2%	0	1%	3	5%
CC(=O)c1ccc(NC(=O)NNS(=O)(=O)c2ccc(F)cc2)cc1	-2%	-5	0%	0%	-2	-5%	-0.8%	-16	-2%	x	6%
CC(NC(=O)c1cc(COc2ccc3ncccc3c2)on1)c1ccc(F)cc1 (stereo unspecified)	2%	5	-1%	18%	10	1%	0.0%	-10	5%	0	u
COCCCNC(=O)CN1C(=O)COc2ccc(S(=O)(=O)N3CC(C)CC(C)C3)cc21 (stereo unspecified)	-2%	-1	2%	3%	-7	x	-0.1%	-6	1%	x	-4%
Cc1occc1-c1nnc(SCC(=O)O)n1-c1ccccc1	0%	10	1%	2%	0	-15%	-0.6%	-4	0%	14	-8%
COC(=O)C1=C(N)OC2=C(C(=O)CCC2)C1c1cccnc1 (stereo unspecified)	1%	-6	0%	-2%	9	-1%	-0.7%	-4	0%	0	0%
CCOc1ccc(C(=O)Nc2nnc(C)s2)cc1OCC	-1%	16	1%	6%	5	-6%	0.3%	-2	-4%	-2	5%
O=C(CN1C(=O)CCS(=O)(=O)c2ccccc21)NCc1ccccc1	-4%	12	-3%	-1%	2	-26%	-0.7%	-7	-4%	0	2%
Cc1ccc(S(=O)(=O)NCC(=O)N(CC(=O)NCC2CCCO2)C2CCCC2)cc1 (stereo unspecified)	2%	8	-1%	-1%	-7	-2%	0.2%	3	2%	3	3%
O=C(CCl)Nc1cccc(Oc2cnccn2)c1	-1%	1	-2%	6%	-2	x	0.5%	-1	u	1	u
O=C1NC(=Nc2ccc(F)cc2)CS1	-1%	-4	-2%	-14%	-4	-6%	0.1%	0	u	0	5%
CCOC(=O)c1c(C)[nH]c(C)c1S(=O)(=O)N(C)CC(=O)Nc1cccc(C)c1	8%	-9	0%	6%	-2	x	-0.6%	-4	-15%	2	3%
COc1ccccc1N(CC(=O)Nc1c(C)n(C)n(-c2ccccc2)c1=O)S(=O)(=O)c1ccc(C)cc1	-1%	-17	-1%	-12%	18	2%	-0.1%	3	6%	1	-14%
O=P(c1cccs1)(c1cccs1)c1cccs1	8%	4	1%	-18%	22	1%	0.4%	6	-1%	-2	-2%
COc1ccc(S(=O)(=O)C(C#N)c2nc3ccccc3nc2N2CCCCC2)cc1 (stereo unspecified)	0%	1	3%	14%	-1	7%	0.3%	4	0%	-6	4%
CC1CCN(CC(=O)N2c3ccccc3CC2C)CC1 (stereo unspecified)	2%	-5	1%	-6%	-3	-9%	-0.3%	9	3%	-2	3%
Cc1noc(C)c1NC(=O)N(C)C[C@H]1Oc2ccc(NC(=O)Nc3ccccc3)cc2C(=O)N([C@H](C)CO)C[C@@H]1C	x	1	-1%	7%	-3	x	-0.4%	3	0%	x	7%
CC1CCCC(n2c(=S)[nH]c3ccccc3c2=O)C1C (stereo unspecified)	-1%	-3	-12%	7%	15	-21%	-0.4%	-12	u	-5	x
CNc1nc(SCc2ccccc2)nc(N2CCOCC2)n1	2%	0	5%	4%	-14	1%	-0.2%	5	u	0	x
Cc1ccccc1CN1CCN(S(=O)(=O)c2cccc3nsnc23)CC1	3%	3	-2%	3%	-13	7%	-0.3%	-8	-6%	x	2%
CC(NC(=O)c1ccnn1C)C1CCCO1 (stereo unspecified)	0%	-12	0%	22%	21	-1%	0.0%	x	3%	0	25%
COc1ccccc1NC(=O)C1CCN(S(C)(=O)=O)CC1	3%	-17	0%	-21%	4	3%	0.6%	1	7%	3	8%
COc1ccc(/C=N/NC(=O)c2cccc(NC(=O)c3ccc(Cl)cc3)c2)c(OC)c1	2%	-24	-3%	-1%	-14	2%	-1.5%	-3	u	0	-6%
O=c1n(Cc2ccccc2)nc2n1-c1ccccc1SC2	2%	10	1%	-3%	-16	1%	0.0%	-2	13%	4	5%
C/C(Cl)=C/Cn1c(SC(C)C)nc2c1c(=O)[nH]c(=O)n2C	-2%	-16	2%	-8%	23	0%	-0.5%	-3	u	1	-9%
Cc1nnc(SCC(=O)NCC(=O)Nc2ccc(F)c(F)c2F)n1Cc1ccccc1	9%	-11	0%	0%	-9	-8%	-0.3%	-13	0%	1	-2%
CCOc1ccc(S(=O)(=O)c2cn(C)c3cc(OC)c(OC)cc3c2=O)cc1	5%	8	3%	-6%	2	x	0.0%	-13	11%	x	9%
C/C(=N\Nc1ccccc1[N+](=O)[O-])c1ccccc1O	-2%	8	1%	0%	-12	-6%	-0.1%	-4	-1%	4	-1%
O=C(Cc1cccc([N+](=O)[O-])c1)Nc1cccc(C(=O)N2CCCC2)c1	x	3	2%	3%	18	x	0.1%	-2	0%	x	0%
COc1ccc(C2C(C(C)=O)=C(Nc3ccccc3)CC(C)(O)C2C(C)=O)cc1OC (stereo unspecified)	0%	6	1%	4%	9	-4%	0.0%	-26	5%	3	-6%
CCN(CC)S(=O)(=O)c1cc(NC(=O)CCNC(=O)c2ccco2)ccc1C	13%	-4	0%	14%	5	2%	-0.4%	-6	-2%	4	2%
CCOCc1nnc(NC(=O)c2cccs2)s1	-1%	-3	1%	11%	-9	-4%	-0.1%	-11	u	0	2%
COC(=O)C(CCSC)NS(=O)(=O)c1ccc(Cl)cc1 (stereo unspecified)	-1%	3	3%	-15%	-5	6%	-0.1%	-9	5%	3	5%
CC(C)NC(=O)COC(=O)/C=C/c1ccco1	1%	11	3%	5%	-11	-2%	u	-3	2%	-1	-1%
Cc1ccc2cc(COC(=O)c3ccco3)c(=O)[nH]c2c1	0%	0	-2%	11%	13	-3%	-0.1%	29	u	6	1%
O=C(CCN1CCN(CCO)CC1)Nc1ccc(C2CCCC2)cc1	0%	7	2%	4%	-34	-1%	0.1%	24	11%	0	u
CCSc1nc2c(c(=O)[nH]c(=O)n2C)n1Cc1ccc(Cl)cc1	13%	13	-2%	6%	-14	0%	-0.1%	-9	-1%	1	-7%
CCN1C(=O)[C@H]2[C@@H](c3ccc(-c4ccc(Cl)c(Cl)c4)cc3)N[C@@](Cc3ccccc3)(C(=O)OC)[C@H]2C1=O	x	-16	1%	-16%	3	x	0.0%	3	-6%	x	-5%
CC(C)[C@H](N)C(=O)NC[C@H](CC(=O)NC[C@H]1CC[C@H](C(=O)O)CC1)c1ccc(Cl)cc1	-1%	-7	0%	7%	-1	x	0.9%	-3	-2%	3	2%
COc1ccc(-c2ccn(-c3cccc(F)n3)n2)cc1	-2%	-7	-1%	2%	-8	0%	-0.4%	17	13%	-3	-2%
COCCNC(=O)c1ccccc1N(Cc1ccccc1)S(=O)(=O)c1ccc(C)cc1	1%	0	9%	5%	-1	0%	-1.1%	-7	7%	1	-3%
O=C(COC(=O)c1cc(=O)[nH]c2ccccc12)Nc1ccc(F)cc1F	x	-11	2%	-7%	14	x	-0.4%	7	-5%	x	-2%
COc1ccc(N2CCN(CCCNC(=O)C(=O)c3c(C)[nH]c4ccccc34)CC2)cc1	5%	-19	1%	-2%	-5	x	0.3%	11	1%	x	-2%
CCCCCc1ccc(OCCOCCn2c[n+](C)c3ccccc32)c(CCCCC)c1	2%	5	u	u	-11	-1%	0.1%	-20	u	0	u
COC(=O)Cc1csc(NC(=O)CSc2nncn2C)n1	x	-11	2%	9%	4	x	-0.3%	6	1%	x	1%

By substructure, those above with a COOH group.
SMILES	GALK inhibitor	Giardia kill	USP2a inh	Eya2 inh	KCNH2 3.1 inh	PKM2 activator	B2AR arrestin	KCNH2 WT inh	Chronic BCR inh	Coupling enz	uPA generation
Cc1occc1-c1nnc(SCC(=O)O)n1-c1ccccc1	0%	10	1%	2%	0	-15%	-0.6%	-4	0%	14	-8%
CC(C)[C@H](N)C(=O)NC[C@H](CC(=O)NC[C@H]1CC[C@H](C(=O)O)CC1)c1ccc(Cl)cc1	-1%	-7	0%	7%	-1	x	0.9%	-3	-2%	3	2%
